TRHR agonist: qHTS for Small Molecule Agonists and Allosteric Enhancers of Human TRH Receptor: Primary Screen for Agonists. AID 493084, 2011. Thyrotropin-releasing hormone receptor (Homo sapiens), P34981. activation, % at 2 µM. actives 0.18% (n = 360,000). TRHR cells, calcium flux fluo-8, FDSS agonist mode; in the data active = activation above about 30%; note: 0% is about no effect
Target sequence (P34981 whole entry, looked up): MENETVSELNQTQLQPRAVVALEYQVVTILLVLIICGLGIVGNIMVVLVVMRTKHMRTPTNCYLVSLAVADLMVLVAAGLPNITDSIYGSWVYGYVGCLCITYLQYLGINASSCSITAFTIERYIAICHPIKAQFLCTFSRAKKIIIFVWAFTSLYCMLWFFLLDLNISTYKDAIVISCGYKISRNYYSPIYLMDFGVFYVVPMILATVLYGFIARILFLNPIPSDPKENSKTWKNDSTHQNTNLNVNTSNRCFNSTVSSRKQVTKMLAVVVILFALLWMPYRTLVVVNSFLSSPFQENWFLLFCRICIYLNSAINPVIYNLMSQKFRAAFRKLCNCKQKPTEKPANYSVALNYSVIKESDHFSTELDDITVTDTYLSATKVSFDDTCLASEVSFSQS
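Agonist-mode FDSS calcium read (Ex 480/Em 530, 1 s cycles) in 1536-well TRHR cells with fluo-8 dye, after 10-cycle baseline and 23 nL compound addition; TRH at EC20 (10 nM final) added afterwards for the enhancer phase.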
TrxR1 inh: qHTS Assay for Inhibitors of Mammalian Selenoprotein Thioredoxin Reductase 1 (TrxR1): qHTS; Thioredoxin reductase 1, cytoplasmic (Rattus norvegicus), O89049; recombinant rTrxR1, NADPH fluorescence consumption, selenite substrate; Potency, µM (highest dose often 114 µM), for the others: at the top dose activity change, negative = inhibition, actives largely listed as inhibitors; actives 1% (n = 390,000); AID 588453, 2011; note: potency is the fitted concentration of half-maximal effect; % is set by controls: 0 for no effect and ±100 for the full control effect; nearly all actives have a fitted effect of over 65% in size
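Rat TrxR1 (90 nM in the dispensed reagent) was pre-reduced with 400 uM NADPH for 5 min at room temperature, then incubated with compound for 15 min. After 400 uM selenite was added, NADPH fluorescence (Ex 340/Em 450 nm) was followed for 8 min.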
D2 agonist: HTS Assay for Allosteric Agonists of the Human D2 Dopamine Receptor: Primary Screen for Agonists. D(2) dopamine receptor (Homo sapiens), P14416. HEK293 T-REx D2 cells, calcium flux agonist mode. activation, % at 2 µM. actives 0.53% (n = 340,000). AID 485358, 2010;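 active = activation over 3 SD above normal in the single-dose calcium agonist read, cut at about 30% in these data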; note: 0% is about no effect
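HEK293 Trex D2 cells, tetracycline-induced, o/n 30 C 5% CO2; no-wash Ca dye, RT 30–90 min; 10-cycle baseline, 23 nl cpd added, kinetic Ca read 180 s; agonist hits = positive Ca response.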
Pin1 inhibitor: qHTS Assay to Find Inhibitors of Pin1; Peptidyl-prolyl cis-trans isomerase NIMA-interacting 1 (Homo sapiens), Q13526; Pin1 FP peptide displacement, HiFluor488, 10 min; Potency, µM (top dose mostly 115 µM), for inactives: at the top dose activity, negative = inhibition, hits mostly inhibitors; actives 0.009% (n = 390,000); AID 504891, 2011; active = well fitted inhibition curve with a large enough effect in the polarisation, with a control signal flat, not every such curve was filed as active; inconclusive = small, poorly fitted or top-dose-only effect, or effect the other way, or a change in a side signal; inactive = no such curve, though single readings can be large or run the other way; the % refers to the polarisation; note: potency is the fitted concentration of half-maximal effect; % is set by controls: 0 for no effect and ±100 for the full control effect
Target sequence (Q13526 whole entry, looked up): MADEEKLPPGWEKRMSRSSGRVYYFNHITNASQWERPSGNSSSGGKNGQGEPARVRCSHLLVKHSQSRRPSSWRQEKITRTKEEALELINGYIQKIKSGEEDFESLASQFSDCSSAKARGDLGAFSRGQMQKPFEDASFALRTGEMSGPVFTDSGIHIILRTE
USP1-UAF1 inh: Inhibitors of USP1/UAF1: Primary Screen | Potency, µM (titrated, usually from 57.1 µM), for inactives: at the top dose activity change, negative = inhibition, actives largely listed as inhibitors | Ubiquitin carboxyl-terminal hydrolase 1 (Homo sapiens), O94782 | AID 743255, 2014 | actives 0.23% (n = 390,000) | recombinant USP1/UAF1, Ub-Rhodamine cleavage fluorescence; note: potency is the fitted concentration of half-maximal effect; % is set by controls: 0 for no effect and ±100 for the full control effect; nearly all actives have a fitted effect of over 60% in size; inactives centre near -12
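High-throughput fluorogenic screen: 1nM USP1/UAF1 complex, Ub-Rho substrate 150nM final, 50mM HEPES pH 7.8 with 0.5mM EDTA, 0.1 mg/ml BSA, 1mM TCEP and 0.01% Tween-20.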
mIDH1 inhibitor: qHTS for Inhibitors of mutant isocitrate dehydrogenase 1 (IDH1): qHTS; IDH1-R132H enzyme, NADPH consumption, diaphorase/resazurin fluorescence; AID 602179, 2012; Isocitrate dehydrogenase [NADP] cytoplasmic (Homo sapiens), O75874; actives 0.093% (n = 390,000); Potency, µM (titrated, usually from 76.6 µM), for the others: at the highest dose activity change, negative = inhibition, actives largely listed as inhibitors; note: potency is the fitted concentration of half-maximal effect; % is set by controls: 0 for no effect and ±100 for the full control effect; nearly all actives have a fitted effect of over 65% in size
Target sequence (O75874 whole entry R132H, stated change not applied): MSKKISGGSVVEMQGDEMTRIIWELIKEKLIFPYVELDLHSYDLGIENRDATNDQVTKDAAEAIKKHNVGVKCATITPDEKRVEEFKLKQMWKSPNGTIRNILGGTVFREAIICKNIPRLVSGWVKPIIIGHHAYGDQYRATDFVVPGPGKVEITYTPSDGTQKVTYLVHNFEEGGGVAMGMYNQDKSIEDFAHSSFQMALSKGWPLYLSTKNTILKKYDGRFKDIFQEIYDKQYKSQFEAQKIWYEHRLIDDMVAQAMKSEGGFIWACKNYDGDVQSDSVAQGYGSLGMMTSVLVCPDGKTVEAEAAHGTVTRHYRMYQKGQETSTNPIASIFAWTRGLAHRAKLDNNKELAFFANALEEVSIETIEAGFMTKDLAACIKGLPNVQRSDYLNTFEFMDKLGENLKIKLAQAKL
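IDH1-R132H (0.5 ug/mL dispensed) in pH 7.5 Tris buffer was preincubated 30 min with compound, then given a substrate mix of 0.016 mM NADPH and 2 mM alpha-KG for 80 min at room temperature; remaining NADPH was read by diaphorase/resazurin fluorescence.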
TrxR1 substrate: qHTS Assay for Substrates of Mammalian Selenoprotein Thioredoxin Reductase 1 (TrxR1): qHTS; purified TrxR1 substrate turnover, NADPH consumption readout; Potency, µM (highest dose often 114 µM), without a hit: at the highest dose activity change, negative = substrate turnover; actives 0.01% (n = 390,000); note: potency is the fitted concentration of half-maximal effect; % is set by controls: 0 for no effect and ±100 for the full control effect; nearly all actives have a fitted effect of over 50% in size
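Rat TrxR1, dispensed at 90 nM, was prereduced with 400 uM NADPH (final) for 5 min at ~22 deg C, then incubated with compound 15 min before 400 uM selenite. A first-read NADPH fluorescence drop versus no-compound background flagged substrates.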
TRHR enhancer: qHTS for Small Molecule Agonists and Allosteric Enhancers of Human TRH Receptor: Primary Screen for Enhancers. Thyrotropin-releasing hormone receptor (Homo sapiens), P34981. TRHR cells, fluo-8 calcium fluorescence, EC20 TRH enhancement. enhancement, % at 2 µM. actives 0.66% (n = 360,000); in the data active = enhancement above about 30%; note: 0% is about no effect
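TRHR-expressing cells loaded with fluo-8 calcium dye were read kinetically (ex 480/em 530) during compound addition, then stimulated with an EC20 of TRH (10 nM final). Enhancement of the Gq-mediated intracellular calcium response was scored.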
D2 antag: HTS Assay for Allosteric Antagonists of the Human D2 Dopamine Receptor: Primary Screen for Antagonists | AID 485344, 2010 | inhibition, % at 10 µM | HEK293 TREx D2 cells, calcium flux, dopamine EC80 | D(2) dopamine receptor (Homo sapiens), P14416 | actives 2% (n = 340,000); in the data active = inhibition above about 30%; note: 0% is about no effect
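Dopamine at EC80 is the agonist stimulus; test compounds precede it by 180 s. Calcium flux read kinetically in a force-coupled, inducible HEK293 T-REx D2 cell line.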
Starred values were filed as active, the others as inactive; ? = inconclusive; / = not tested or not shown; & = joins results of further samples; [ ] = dose if it differs, or a comment. Unless noted, calls come from the whole dose curve; as a rule, active = well fitted inhibition curve with a large enough effect; inconclusive = small, poorly fitted or top-dose-only effect; inactive = no such curve, though single readings can be large or run the other way.

SMILES,TRHR agonist,TrxR1 inh,D2 agonist,Pin1 inhibitor,USP1-UAF1 inh,mIDH1 inhibitor,TrxR1 substrate,TRHR enhancer,D2 antag
O=C(COC(=O)C1CC(=O)N(Cc2ccco2)C1)Nc1ccc(F)cc1F (stereo not drawn),/,10%,/,-2%,-13%,-2%,4%,/,/
CC(=O)C(C)Oc1ccc(Cc2ncc(C(F)(F)F)cc2Cl)cc1 (stereo not drawn),0.0,23%[57.1 µM],-0.4,-7%,-22%,9%,10%[57.1 µM],-6,-3
COc1ccc(C(=O)NN)cc1,0.1,22%[57.1 µM],-0.2,2%,?,2%,4%[57.1 µM],-7,-17
COc1ccc(C(=O)N2CCOC2CNC(=O)C(=O)NCCc2ccccc2OC)cc1 (stereo not drawn),0.1,1%,-0.1,8%,-17%,-2%,0%,-2,-1
COc1ccc(C)cc1NC(=O)c1noc2c1CSc1ccccc1-2,0.2,14%,0.0,10%,-22%,-7%,8%,2,/
O=C(c1cc(COc2ccc(F)cc2Cl)on1)N1CC[C@@H]2CCCC[C@H]2C1,0.6,3%,0.9,6%,-8%,2%,-7%,-8,-3
Cc1cc(C)cc(NC(=O)N2CCN(C(=O)c3nsc4ccccc34)CC2)c1,-0.7,11%[57.1 µM],-0.2,-1%,14%,10%,5%[57.1 µM],5,/
COc1ccc(C(=O)NC(=S)Nc2cccc(Cl)c2N2CCOCC2)cc1[N+](=O)[O-],0.7,0%[57.1 µM],-0.4,-3%,-7%,0%,3%[57.1 µM],-1,5
COc1ccc(CNC(=O)CSc2ncnc3ccccc23)cc1OC,-1.0,30%,/,-3%,-17%,2%,4%,-1,/
CC(OC(=O)C1CCCCC1)C(=O)Nc1cccc(Cl)c1 (stereo not drawn),0.6,13%[57.1 µM],1.9,-2%,-17%,2%,-8%,-1,-4
Cc1cccn2c(=O)c3cc(C#N)c(=O)n(Cc4cccnc4)c3nc12,-0.4,25%,0.0,?,-19%,-3%,352%[activator],-6,41*
O=C(ONc1ccc(N=NC(=O)c2ccccc2O)cc1)c1ccccc1,0.0,-11%,0.6,?,?,1%,-7%,14,28
O=C(CCc1ccccc1)N1CCN(C(=O)CCc2ccccc2)CC1,/,-8%,/,4%,-8%,0%,-5%,/,/
Cc1ccc(Cl)c(NC(=O)COC(=O)c2ccccc2C(=O)c2ccc(Cl)c([N+](=O)[O-])c2)c1Cl,0.1,-16%,1.4,10%,-12%,1%,-8%,-2,-9
COC(=O)c1sc(Nc2ccccc2)nc1C,-0.4,-10%,/,7%,?,-1%,-2%,3,/
CN1CCN(c2oc(-c3ccccc3)nc2S(=O)(=O)c2ccccc2)CC1,/,3%,/,1%,-12%,15%,-2%,/,/
COc1ccc(-c2ccc(SCC(=O)c3cccs3)nn2)cc1OC,0.6,11%[57.1 µM],0.1,20%,-19%,3%,7%[57.1 µM],7,21
COc1cccc(C(=O)NCCSc2c(C)[nH]c3ccccc23)c1OC,0.7,18%,0.6,-10%,?,-1%,3%,-11,1
Brc1cccc(C2CC(c3ccccc3)n3nnnc3N2)c1 (stereo not drawn),0.4,5%[57.1 µM],0.9,?,-22%,9%,5%[57.1 µM],0,17
O=C(NCc1ccco1)C(C(=O)c1ccccc1)n1ccccc1=O (stereo not drawn),0.1,3%,0.7,2%,0%,-2%,-2%,-3,-7
CN(C)S(=O)(=O)c1ccc(C(=O)Oc2cc(=O)[nH]c3ccccc23)cc1,0.1,14µM*,0.1,1%,-10%,-1%,3%,12,-5
COc1cc2c(cc1OC)CN(C(=O)/C=C/c1cccs1)CC2,-0.4,-8%,-0.7,-2%,-10%,1%,1%,15,-5
O=C1CCN(S(=O)(=O)c2ccccc2)CCN1CCOCc1cccc(F)c1,-0.6,-4%[57.1 µM],-0.3,1%,-2%,-10%,5%[57.1 µM],2,-9
CC(/C=N/Nc1nncc(=O)[nH]1)=C\c1ccccc1,-1.5,7%[57.1 µM],-0.7,20%,-8%,19%,2%[57.1 µM],6,-3
N#CC1=C2SCN(C3CCCCC3)CN2C(=O)CC1c1ccc(F)cc1 (stereo not drawn),0.6,-26%,0.4,-7%,-32%,56%[activator],-12%,0,/
CCOC(=O)Cc1csc(NC(=O)/C=C\c2ccccc2Cl)n1,-1.2,16%[57.1 µM],0.2,-1%,-4%,-1%,0%[57.1 µM],-4,5
COCCCNC(=O)CN(C1CCCCC1)S(=O)(=O)c1ccc(C)cc1,-1.1,10%,-0.6,-4%,-19%,5%,8%,4,8
CCOCCCN(C(=O)Cn1nnc(-c2ccc(C)o2)n1)C(C(=O)NC1CCCC1)c1ccco1 (stereo not drawn),-0.6,19%,1.4,-11%,-20%,5%,6%,-3,-14
Cc1csc(NC(=O)CSc2ncnc3c2cnn3-c2ccccc2Cl)n1,0.4,-3%,0.5,5%,-5%,2%,-7%,-4,14
O=C(CCN1C(=O)C2C3CCC(C3)C2C1=O)OCC(=O)c1cccc([N+](=O)[O-])c1 (stereo not drawn),0.5,1%,-0.6,-2%,-11%,0%,-6%,2,4
COc1ccc(C)cc1NC(=O)c1nnn(CC(=O)Nc2c(C)cccc2C)c1N,0.5,16%,/,5%,-12%,-4%,7%,7,/
O=C(Nc1ccc(F)cc1F)C1CCN(S(=O)(=O)c2ccc3[nH]c(=O)ccc3c2)CC1,0.2,27%[57.1 µM],0.5,9%,?,4%,2%[57.1 µM],-8,/
O=C(COC(=O)c1ccccc1F)NNC(=O)c1ccccc1,0.5,-4%,0.4,8%,-18%,2%,0%,-5,13
CCOC(=O)c1ccc(S(=O)(=O)N2CCNCC2)cc1,-0.8,-13%,0.8,1%,-4%,-3%,-11%,14,8
CN(C)c1ccc(C(=O)NCc2ccc3c(c2)CCN3C(=O)c2ccccc2)cc1,-0.6,-3%[57.1 µM],0.5,10%,?,0%,-9%[57.1 µM],10,/
CCO[C@H]1OC(C(=O)N2CCN(Cc3ccc4c(c3)OCO4)CC2)=C[C@@H](c2ccc3c(c2)OCO3)[C@@H]1CCCO,-0.1,2%,-0.1,-3%,-19%,0%,7%,7,-6
O=C(CCCCCNC(=O)N1CCn2c1nc1ccccc12)N[C@@H](Cc1ccccc1)C(=O)O,0.0,-1%,0.0,-7%,-19%,-6%,2%,-3,11
Cc1c(C)n(Cc2ccccc2)c2ncnc(NCCO)c12,-0.3,3%,-1.7,0%,-16%,-2%,0%,4,7
O=C(CC(=O)Nc1cc(Cl)ccc1Cl)Nc1cc(Cl)ccc1Cl,0.9,9%,0.9,28%,-15%,3%,9%,0,-9
Cc1cc2oc(C(=O)Nc3cccc(-c4nc5ccccc5o4)c3)c(C)c2cc1C,-0.9,44%[activator],-1.4,?,-11%,-7%,7%,3,/
CCN(CC)C(=O)/C(=C/c1cccc([N+](=O)[O-])c1)NC(=O)c1ccco1,0.6,-21%,-0.4,-2%,-3%,-13%,-16%,2,15
COc1ccc(N2CCN(Cc3csc(C)c3-c3ccc(C)cc3)CC2)cc1,-1.2,-15%,-0.4,4%,-24%,0%,13%[57.1 µM],-3,-7
COc1ccc(Cn2c(CCC(=O)Nc3ccccc3OC)nc3cccnc32)cc1,-0.5&-1.0,17%[57.1 µM],-1.1&-0.9,14%&3%,?,20%&36%,7%[57.1 µM],-1&7,-11
CCCn1nc(C(=O)NNC(=O)CSCC(=O)Nc2cc(C)on2)c2ccccc2c1=O,-0.4,5%,-2.1,-1%,-4%,10%,2%,-6,6
O=C(Nc1ccc(O)cc1)c1ccc(C(=O)c2ccccc2)o1,-0.9,-6%,-0.2,?,-9%,4%,-7%,-1,4
O=C(CSCc1ccccc1)N1CCN(Cc2ccc3c(c2)OCO3)CC1,0.5,5%,1.5,-5%,-11%,3%,5%,-8,9
Cc1nn(-c2ccc(F)cc2)c(C)c1CN1CCN(CCC(C)C)C(CCO)C1 (stereo not drawn),0.2,13%,1.1,1%,-13%,2%,-1%,-8,0
O=C1CSC(c2ccc([N+](=O)[O-])cc2)N1c1ccccc1 (stereo not drawn),0.3,9%,0.4,-7%,-8%,3%,6%,-2,16
C/C(=N\NC(=O)c1ccco1)c1ccc(-c2ccccc2)cc1,-0.3,18%,0.4,-4%,?,3%,-1%,9,3
O=C(O)Cc1ccc2oc(-c3ccccn3)nc2c1,0.4,3%,0.6,2%,-2%,-12%,0%,6,7

Screens: PubChem, National Center for Advancing Translational Sciences (NCATS)

Not all compounds are listed. The share of hits here may be higher or lower than overall.
